Screening data as filed in PubChem BioAssay.
MT1-MMP txn act – activates MT1-MMP transcription; hit rate 0.16% among 86,000; AID 750; activation factor at 10 µM; HT1080 MT1-MMP promoter luciferase reporter, luminescence, overnight; stronger effect = higher value;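 active means activation factor of at least 2 for MT1-MMP transcription at 10 µM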
ERa coact pot – ER-alpha (human) coactivator binding potentiation; coactivator binding (% of control), % at 25.6 µM; P03372; TR-FRET ERalpha-LBD/SRC-Cy5 coactivator binding, 2 h; 100 = basal binding, no effect; hit rate 1.3% among 86,000; in the data active means activity above about 200%;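 further: binding measured in presence of low estradiol as agonist stimulus; 0% = peptide alone without receptor and 100% = receptor with peptide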
Smad3 FoxH1 inh – blocks human Smad3 binding to FoxH1 peptide. P84022. TR-FRET Smad3/Dy647-FoxH1 peptide binding, europium anti-His. inhibition, % at 25 µM. hit rate 0.29% among 88,000. AID 630;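 active means compounds that reduce the energy-transfer binding signal between the protein and its labelled peptide by more than half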;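 further: 0% = Smad3 plus labelled peptide maximal FRET and 100% = peptide-only background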
CD11b adhes enh – CD11b/CD18-fibrinogen binding enhancement. K562 CD11b/CD18 adhesion to fibrinogen, ATPlite luminescence. hit rate 0.07% among 93,000. activation, % at 10 µM. AID 1499;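 active means 10 µM primary screen giving 50% or more activity, confirmed by 40% or more on retest at that dose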; further: strong numbers were not always called active
Target sequence (P05107 whole entry, looked up, other chains not shown): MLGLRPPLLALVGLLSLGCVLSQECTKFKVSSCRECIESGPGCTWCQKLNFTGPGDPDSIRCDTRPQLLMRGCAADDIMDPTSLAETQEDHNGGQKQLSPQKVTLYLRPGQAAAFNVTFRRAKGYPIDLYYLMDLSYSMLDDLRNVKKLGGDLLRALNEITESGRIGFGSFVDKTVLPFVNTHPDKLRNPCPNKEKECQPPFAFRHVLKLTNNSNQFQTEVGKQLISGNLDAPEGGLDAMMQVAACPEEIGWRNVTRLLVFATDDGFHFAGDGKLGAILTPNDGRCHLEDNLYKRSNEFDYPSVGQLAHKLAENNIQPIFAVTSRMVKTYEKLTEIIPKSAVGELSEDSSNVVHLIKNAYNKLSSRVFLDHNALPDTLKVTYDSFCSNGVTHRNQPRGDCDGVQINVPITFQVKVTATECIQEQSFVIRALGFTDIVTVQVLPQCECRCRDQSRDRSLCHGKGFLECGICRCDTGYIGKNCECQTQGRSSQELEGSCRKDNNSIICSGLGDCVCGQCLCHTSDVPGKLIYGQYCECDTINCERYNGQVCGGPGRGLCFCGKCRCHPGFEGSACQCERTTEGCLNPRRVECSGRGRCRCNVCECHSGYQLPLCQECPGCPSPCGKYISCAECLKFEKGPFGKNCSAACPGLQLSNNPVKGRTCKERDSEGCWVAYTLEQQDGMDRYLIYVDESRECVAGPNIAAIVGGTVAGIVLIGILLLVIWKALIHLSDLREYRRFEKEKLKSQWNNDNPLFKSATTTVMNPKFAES
HUVEC inhibit – human endothelial cell proliferation inhibition; HUVEC proliferation, CellTiter-Glo luminescence, 72 h; stronger effect = lower value; viability, % at 10 µM (by protocol); hit rate 1.1% among 86,000; AID 648;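 active means viability at or below 30%; inactive means viability above 30%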;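 further: 100% = median luminescence of DMSO-only cell control wells on each plate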
H69AR growth 86K – growth inhibitors of human H69AR lung tumor cells. viability, % at 10 µM. H69AR lung tumor viability, ATP luminescence, 72 h; stronger effect = lower value. hit rate 6% among 85,000. AID 598;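 active means viability at or below 40%; inactive means viability above 40%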;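 further: multidrug resistant small cell line overexpressing MRP-1 efflux transporter; 100% = mean luminescence of untreated control wells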
Lung fibro prol – blocks proliferation of human lung fibroblasts. hit rate 1.1% among 85,000. AID 719. LL 47 human lung fibroblast viability, ATP luminescence; stronger effect = lower value. viability, % at 10 µM;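 active means viability at or below 50% in the single dose screen; inactive means viability above 50%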;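 further: compound exposure lasted 72 h before the ATP readout; 100% = median luminescence of untreated cell-only wells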
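Assay system: human lung fibroblast line LL 47, low passage. Input: 1,150 fibroblasts seeded per well. Times: overnight cell rest, 72 h compound treatment at 37 °C. Evaluation: % viability of median cell-only signal. Technique: luminescent ATP detection, CellTiter-Glo. Control set: cell-only wells, no compound.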
ERb SRC1 inh – ER-beta (human) coactivator binding inhibition; Q92731; TR-FRET ER-beta LBD / SRC1-Cy5 peptide binding; receptor agonist-loaded with 1 µM estradiol; inhibition, % at 25.6 µM; hit rate 1.3% among 86,000; AID 633;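 active means compounds whose percent inhibition of the receptor-coactivator binding signal exceeds about 50% in the single-dose screen, limit read from the data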;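 further: 0% = receptor plus peptide wells without compound and 100% = peptide-only wells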
ERa coact inh – blocks coactivator binding to human estrogen receptor alpha; TR-FRET ER-alpha LBD / SRC-1 peptide, estradiol-bound; P03372; hit rate 1.7% among 86,000; inhibition, % at 25.6 µM; AID 629; in the data active means inhibition above about 50%;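 further: 0% = receptor plus peptide control and 100% = peptide only without receptor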
* = called active by the depositor; . = no result given; [ ] = dose if it differs, or a comment. This is a subset; count on the stated rates, not on these rows.

compound	MT1-MMP txn act	ERa coact pot	Smad3 FoxH1 inh	CD11b adhes enh	HUVEC inhibit	H69AR growth 86K	Lung fibro prol	ERb SRC1 inh	ERa coact inh
Cc1nn(Cc2ccccc2)c2c1C(c1cccnc1)C(C#N)=C(N)O2 (centres undefined)	1	92	12	-2	92	114	94	-6	8
N#CC1=C(N)C(C#N)(C#N)[C@H](c2ccsc2)[C@H]2COCC=C12	1	108[fluorescence artefact?]	8	-3	93	68	86	7	4
COc1ccc(-c2nc3cccc(C)n3c2NCc2ccco2)cc1OC	1.3	55[fluorescence artefact?]	0	0	65	96	93	31	34[fluorescence artefact?]
COc1cc(C(=O)Nc2ccc3c(c2)OCCO3)c(-n2cnnn2)cc1OC	1.2	107	7	.	98	93	100	6	-4
CCOC(=O)CSc1nnc(CNC(=O)c2ccc(S(=O)(=O)N3CCCC3)cc2)n1C	1	124	1[fluorescence artefact?]	5	97	81	96	0	5
CC(C)NCc1c(O)c(Br)cc2oc3c(c12)CCCC3	1	110	2	-3	80	90	100	-11	3
Cc1cc(NCCCn2ccnc2)n2ncc(-c3ccc(Cl)cc3)c2n1	.	87	6	.	9.4*	19*	22*	-19	-13
COC(=O)Nc1nnc(-c2ccncc2)s1	1.2	114[fluorescence artefact?]	-11	.	87	106	99	-9	-14
Cc1cccc(NC(=O)CSc2nnc(NC(=O)CN3CCOCC3)s2)c1	.	95	15	-6	97	79	108	-4	-7
O=C(Nc1cccc(-c2nc3cccnc3s2)c1)c1ccco1	1.2	104	6	2	60	41	97	-21[fluorescence artefact?]	-18
C=CCOc1nc2c(c(=O)n(Cc3ccc(Cl)c(Cl)c3)c(=O)n2C)n1C	1.1	92	9	.	85	69	96	-8	-13
CSc1nc(C)cc(C)c1C#N	1.2	100	-31	.	100	95	107	-4	-2
CCCNC(=O)c1n[nH]c(=O)c2ccccc12	1.2	117	-2	-3	99	102	99	1[fluorescence artefact?]	5[fluorescence artefact?]
COC(=O)c1[nH]c2ccc(Cl)cc2c1NC(=O)CN1CCc2cc(OC)c(OC)cc2C1	0.9	118[fluorescence artefact?]	-4	1	79	60	100	5	3
COc1ccccc1-c1noc(-c2ccccc2C(=O)Nc2cccnc2)n1	1.1	100	-18	1	85	62	99	0	-6

Three entries out of the list, sorted by formula weight, smallest number first.
compound	MT1-MMP txn act	ERa coact pot	Smad3 FoxH1 inh	CD11b adhes enh	HUVEC inhibit	H69AR growth 86K	Lung fibro prol	ERb SRC1 inh	ERa coact inh
N#CC1=C(N)C(C#N)(C#N)[C@H](c2ccsc2)[C@H]2COCC=C12	1	108[fluorescence artefact?]	8	-3	93	68	86	7	4
C=CCOc1nc2c(c(=O)n(Cc3ccc(Cl)c(Cl)c3)c(=O)n2C)n1C	1.1	92	9	.	85	69	96	-8	-13
COC(=O)c1[nH]c2ccc(Cl)cc2c1NC(=O)CN1CCc2cc(OC)c(OC)cc2C1	0.9	118[fluorescence artefact?]	-4	1	79	60	100	5	3

Returning to the listing, repeating the 5 entries before the break.
compound	MT1-MMP txn act	ERa coact pot	Smad3 FoxH1 inh	CD11b adhes enh	HUVEC inhibit	H69AR growth 86K	Lung fibro prol	ERb SRC1 inh	ERa coact inh
C=CCOc1nc2c(c(=O)n(Cc3ccc(Cl)c(Cl)c3)c(=O)n2C)n1C	1.1	92	9	.	85	69	96	-8	-13
CSc1nc(C)cc(C)c1C#N	1.2	100	-31	.	100	95	107	-4	-2
CCCNC(=O)c1n[nH]c(=O)c2ccccc12	1.2	117	-2	-3	99	102	99	1[fluorescence artefact?]	5[fluorescence artefact?]
COC(=O)c1[nH]c2ccc(Cl)cc2c1NC(=O)CN1CCc2cc(OC)c(OC)cc2C1	0.9	118[fluorescence artefact?]	-4	1	79	60	100	5	3
COc1ccccc1-c1noc(-c2ccccc2C(=O)Nc2cccnc2)n1	1.1	100	-18	1	85	62	99	0	-6
O=C(O)c1ccc(OCC(O)Cn2cnc3ccccc32)cc1 (centres undefined)	1.2	125	5	-1	104	94	105	-9	1[fluorescence artefact?]
CC(=O)Nc1c(-c2ccc(F)cc2)nc2ccccn12	1.1	117	3[fluorescence artefact?]	-1	98	100	99	-7	-1
Nc1ccc(C23CC4CC(CC(O)(C4)C2)C3)cc1	1.1	101	3	-2	93	93	97	5	2
Cc1cc(N(C)C)c(C#N)c(N2CCCCC2)n1	1.1	130[fluorescence artefact?]	2	-3	93	97	100	7[fluorescence artefact?]	6[fluorescence artefact?]
CSc1nnc2c(n1)OC(c1ccsc1)N(C(C)=O)c1ccccc1-2 (centres undefined)	1.1	348*	2	-6	99	93	97	4	-13
CCC(C)c1ccccc1NC(=O)C1CCCO1 (centres undefined)	1.1	130	3	-2	94	93	98	37	1
CCn1c(=O)cc(OCC(=O)Nc2ccc3c(c2)OCCO3)c2ccccc21	1.2	91	7	.	81	77	90	-21	-20
CCC1Nc2ccccc2-c2nnc(SC)nc2O1 (centres undefined)	1.1	110	-21	2	97	99	101	-4	-9
O=C(NCC1CCCO1)Nc1ccccc1 (centres undefined)	.	108	3	1	99	94	96	-11	-7
Cc1ccc2oc(=O)c3cc(C(=O)N4CCN(c5ncccn5)CC4)sc3c2c1	1	142[fluorescence artefact?]	-12	.	92	60	88	29[fluorescence artefact?]	74*[fluorescence artefact?]
CS(=O)(=O)N1CCCC(C(=O)NCc2ccc(F)cc2)C1 (centres undefined)	1	105	11	-1	102	88	104	-4[fluorescence artefact?]	0[fluorescence artefact?]
CCCC(=O)Nc1ccc2c(c1)C(=O)NC2=O	.	84	-11	1	96	96	100	22[fluorescence artefact?]	26[fluorescence artefact?]
Cc1ccc(N2C(=O)CC(C3CCCO3)C2=O)cc1 (centres undefined)	.	113	-6	2	93	104	100	-6	-4[fluorescence artefact?]
COc1ccc(OCCCC(=O)NC(C)c2ccccc2)cc1 (centres undefined)	1.1	108	-3	1	80	99	92	0	3
CCC(CC)C(=O)N1c2ccc(F)cc2CCC1C (centres undefined)	1	103	-19	-3	98	106	102	4[fluorescence artefact?]	-1

Among those listed so far, these have an NH in an aromatic ring:
compound	MT1-MMP txn act	ERa coact pot	Smad3 FoxH1 inh	CD11b adhes enh	HUVEC inhibit	H69AR growth 86K	Lung fibro prol	ERb SRC1 inh	ERa coact inh
CCCNC(=O)c1n[nH]c(=O)c2ccccc12	1.2	117	-2	-3	99	102	99	1[fluorescence artefact?]	5[fluorescence artefact?]
COC(=O)c1[nH]c2ccc(Cl)cc2c1NC(=O)CN1CCc2cc(OC)c(OC)cc2C1	0.9	118[fluorescence artefact?]	-4	1	79	60	100	5	3

Next entries:
compound	MT1-MMP txn act	ERa coact pot	Smad3 FoxH1 inh	CD11b adhes enh	HUVEC inhibit	H69AR growth 86K	Lung fibro prol	ERb SRC1 inh	ERa coact inh
Cc1ccc(S(=O)(=O)N2CCC(C(=O)OCC(=O)N3CC(=O)Nc4ccccc43)CC2)cc1	1.1	125	-5	-2	99	86	107	7	-7
COc1ccc(C2=NOC(C(=O)N3CCN(c4ccccc4OC)CC3)C2)cc1 (centres undefined)	1	118	-2	-4	82	90	105	-5	-9
Cc1nc2nc(C)c(CCC(=O)N3CCN(c4ccccn4)CC3)c(C)n2n1	1.2	107	-4	-2	108	66	118	-3	3
CC(C)(C)c1nnc2sc(SCC(=O)c3cccs3)nn2c1=O	1.2	89[fluorescence artefact?]	2	-5	69	14*	84	-6	4
COc1cc(OC)cc(C(=O)Nn2cc(C(=O)N3CCN(C)CC3)c3ccccc3c2=O)c1	1	93	-6	3	81	97	103	-3	-6
Cc1c(Cl)cccc1N(CC(=O)O)S(C)(=O)=O	1	87	10	-4	97	80	104	21	-1
Cc1cc(C(=O)NCc2cccs2)n(-c2ccccc2)n1	1.1	95	4	-2	95	91	93	-1[fluorescence artefact?]	-2
Cn1nnc2cc(C(=O)NCCC3=CCCCC3)ccc21	0.8	107	7	-6	89	99	96	-12	-1
CCc1cccc2c(C#N)cn(CC(=O)NCCOC)c12	1	115	-2	2	85	96	96	2	-3
CC(C)CC(=O)N(c1ccc(F)cc1)C1C=CS(=O)(=O)C1 (centres undefined)	1	117	0	-2	92	91	103	-14[fluorescence artefact?]	-18
Cc1ccc(C(=O)Nc2nc(=O)n(C(=O)c3ccccc3Cl)s2)cc1	1.8	96	9	-4	79	97	116	0[fluorescence artefact?]	3[fluorescence artefact?]
Cc1ccc(CSCC(=O)N2CCN(Cc3ccc4c(c3)OCO4)CC2)cc1	1.5	100	0	.	112	88	99	0	-8
CC(=O)NC1=NN(C(C)=O)C(c2cccs2)S1 (centres undefined)	1.2	110[fluorescence artefact?]	4	.	102	95	91	6[fluorescence artefact?]	-17
CCCN(CCC)CCCNC(=O)CC1Nc2ccccc2NC1=O (centres undefined)	1	123	12	5	95	98	95	5	-2
CCCNC(=O)c1c[nH]c2ccc(S(=O)(=O)N(C)c3ccc(OCC)cc3)cc2c1=O	1.2	105	8	1	71	78	100	0	7
COc1ccccc1N/C(N)=N/c1nc(CSc2ccc(C)cc2)cc(=O)[nH]1	1	258*[fluorescence artefact?]	-4	-1	59	23*	.	30	48
CC(C)CC(=O)Nc1nnn(C)n1	1.2	113	-11	-5	96	.	94	-2	-7
O=C(NCCS(=O)CCNC(=O)C(F)(F)F)C(F)(F)F	1.1	122	10[fluorescence artefact?]	-1	93	91	101	-6	-24
O=C1CC(c2ccc(S(=O)(=O)NCc3ccncc3)cc2)CN1 (centres undefined)	1.1	109	-19	0	117	104	94	7[fluorescence artefact?]	-9
O=C(NCC(c1cccnc1)N1CCN(c2ccccc2F)CC1)C1CCCCC1 (centres undefined)	.	123	-4	0	109	84	100	-6	0
Cc1ccc(S(=O)(=O)NC2=NCN(CCc3ccccc3)CN2)cc1	1.2	116[fluorescence artefact?]	0	0	91	96	96	5[fluorescence artefact?]	1
CCCC(=O)Nc1nnc(CC(=O)N2CCCC2)s1	1.2	98	0	-2	104	101	107	6	-6
Cc1cccc2c(=O)cc(C)n(CC(=O)N3CCCCC3)c12	1	124	3	0	92	80	95	0	-8
Cc1ccc(Cl)c(OCC(=O)Nc2ccc3c(c2)OCCO3)c1	1.1	119	9	-1	110	.	108	9	14
